Tb PFK block = T. brucei PFK enzyme inhibition | Potency, µM (titrated, usually from 57.5 µM), inactives show at the top dose activity, negative = inhibition, usual class: inhibitors | T. brucei PFK, ADP-Glo luminescence | O15648 | AID 485367 | 330,000 tested, 0.17% active;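 also: potency is read from the fitted curve at half-maximal effect; 0% = uninhibited 1x PFK enzyme wells and -100% = no-enzyme wells; nearly all actives have a fitted effect of over 60% in size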
Target sequence (O15648 whole entry, looked up): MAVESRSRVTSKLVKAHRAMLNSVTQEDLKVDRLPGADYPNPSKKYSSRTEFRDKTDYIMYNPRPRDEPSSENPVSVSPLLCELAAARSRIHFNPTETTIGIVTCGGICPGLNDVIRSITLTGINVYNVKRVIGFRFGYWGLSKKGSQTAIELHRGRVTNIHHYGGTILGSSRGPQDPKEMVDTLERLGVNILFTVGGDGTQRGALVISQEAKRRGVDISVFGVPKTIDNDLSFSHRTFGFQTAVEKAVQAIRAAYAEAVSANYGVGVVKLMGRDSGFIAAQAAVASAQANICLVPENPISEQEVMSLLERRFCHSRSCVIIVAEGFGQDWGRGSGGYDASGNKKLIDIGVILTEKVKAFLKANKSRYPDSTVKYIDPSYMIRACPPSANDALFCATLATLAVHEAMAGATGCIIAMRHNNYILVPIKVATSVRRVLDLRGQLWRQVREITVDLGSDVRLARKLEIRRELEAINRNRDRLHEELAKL
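In TEA buffer at pH 8.0 with 5 mM MgCl2, enzyme (1.25 nM) converted F6P (0.5 mM) and ATP (0.1 mM) for 45 min at room temperature. ADP product was read by luciferase luminescence.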
TSG101-PTAP inh = blocks PTAP/TSG101 interaction to inhibit HIV-1 budding; Potency, µM (doses to about 115 µM), for the others: at the top dose activity change, negative = inhibition, most hits filed as inhibitors; 340,000 tested, under 10 active; Fluorescence polarization, FITC-PTAP peptide / Tsg101 binding; Q99816; active = well fitted inhibition curve with a large enough effect in the main read-out, with a control signal flat, not every such curve was filed as active; inconclusive = small, poorly fitted or top-dose-only effect, or effect the other way, or a change in a side signal; inactive = no such curve, though single readings can be large or run the other way; also: potency is read from the fitted curve at half-maximal effect; % of control where 0% means no effect
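Steps: Tsg101 binding domain dispensed (10 uM final), compounds pinned in DMSO, FITC-labeled PTAP-motif peptide added (50 nM final); after 20 min binding at room temperature, polarization measured.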
ASM inhibitor = human S-ASM enzyme inhibition; 340,000 tested, 0.006% active; P17405; Potency, µM (highest dose often 57.5 µM), inactives show at the highest dose activity change, negative = inhibition, usual class: inhibitors; placental ASM, HMU-PC fluorogenic substrate, 60 min; also: potency is read from the fitted curve at half-maximal effect
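Steps: dispense placental human ASM, pin compound, wait 10 min at room temperature, add HMU-PC0 substrate at 9 uM final, incubate 60 min at 37 °C, add stop solution raising pH to 10, read fluorescence.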
BCR signal inh = blocks chronic active B-cell receptor signaling | ABC-DLBCL IkBa-CBG/CBR reporter, luminescence ratio, 4 h | Potency, µM (doses to about 46.1 µM), inactives show top-dose ratio change, negative = lower green/red ratio, hits mostly inhibitors | 340,000 tested, 0.05% active; active = well fitted inhibition curve with a large enough effect in the signal ratio, with a control signal flat, not every such curve was filed as active; inconclusive = small, poorly fitted or top-dose-only effect, or effect the other way, or a change in a side signal; the % refers to the signal ratio;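 also: potency is read from the fitted curve at half-maximal effect; plate controls were basal doxycycline-induced cells for no effect and cells given 10 µM MG132 for full effect; MG132 reads +100%, hits lower the ratio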
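Concentration-response series (up to 46 uM) were applied to TMD8 dual-reporter cells for 4 h at 37C with doxycycline. Green/red ratio, after filter-overlap correction, defined %Activity; red signal alone was normalised to basal cells and zero luminescence.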
B2AR arrestin = recruits beta-arrestin to the human beta2-adrenergic receptor | beta-arrestin recruitment to beta2AR, cell-based reporter | AID 492947 | Potency, µM (doses to about 46.1 µM), inactives show at the top dose activation, actives largely listed as activators | P07550 | 330,000 tested, 0.02% active;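 also: potency is read from the fitted curve at half-maximal effect; 0% = DMSO controls and full agonism = EC100 isoproterenol or metaproterenol; nearly all actives have a fitted effect of over 65% in size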
Menin-MLL TR inh = menin-MLL binding inhibition, Texas Red mutant peptide; Potency, µM (doses to about 61.6 µM), without a hit: top-dose FP activity change, negative = inhibition, hits mostly inhibitors; AID 1768; 270,000 tested, 0.23% active; Menin + Texas Red MLL mutant peptide, fluorescence polarization; O00255; active = well fitted inhibition curve with a large enough effect in the polarisation, with a control signal flat, not every such curve was filed as active; inconclusive = small, poorly fitted or top-dose-only effect, or effect the other way, or a change in a side signal; inactive = no such curve, though single readings can be large or run the other way; the % refers to the polarisation; also: potency is read from the fitted curve at half-maximal effect; % of control where 0% means no effect; many of its hits are not listed in these tables
Target sequence (O00255 whole entry, looked up): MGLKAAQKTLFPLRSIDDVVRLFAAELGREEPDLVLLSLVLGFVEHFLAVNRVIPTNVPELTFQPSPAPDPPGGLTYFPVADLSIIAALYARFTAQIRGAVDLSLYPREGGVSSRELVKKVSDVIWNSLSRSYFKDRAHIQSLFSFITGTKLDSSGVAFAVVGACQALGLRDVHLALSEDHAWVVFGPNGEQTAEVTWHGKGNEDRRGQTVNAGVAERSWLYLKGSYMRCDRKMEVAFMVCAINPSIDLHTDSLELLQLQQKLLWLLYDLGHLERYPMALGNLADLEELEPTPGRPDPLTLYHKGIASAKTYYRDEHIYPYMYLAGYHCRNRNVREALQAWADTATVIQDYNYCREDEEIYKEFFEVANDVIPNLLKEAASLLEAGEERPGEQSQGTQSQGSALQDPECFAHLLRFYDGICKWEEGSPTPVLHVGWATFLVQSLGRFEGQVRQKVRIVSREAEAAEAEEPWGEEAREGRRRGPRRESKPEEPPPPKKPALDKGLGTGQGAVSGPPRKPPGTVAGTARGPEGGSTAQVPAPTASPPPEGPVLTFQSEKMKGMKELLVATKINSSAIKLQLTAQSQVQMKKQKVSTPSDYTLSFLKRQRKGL
Coupling enz = inhibits coupling enzyme system, counter-screen for aldolase hits; 290,000 tested, 0.67% active; coupling enzyme system counterscreen, AmpLite Red fluorescence; activity change, negative = inhibition, % at 58.2 µM, hits read low; in the data active = activity change below about -30%; also: % is scaled to controls: 0 for no effect and ±100 for the full control effect
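Activity here indicates interference with the coupling reaction, not aldolase inhibition. Compounds at 57.5 uM final met coupling enzymes for 10 min at RT; substrate and AmpLite Red detection followed, with a 525/598 nm fluorescence read after 20 min.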
a7 integrin act = integrin-mediated muscular dystrophy alleviation activation; alpha7betagal myoblasts, beta-gal FDG fluorescence, 48 h; Potency, µM (top dose mostly 38.3 µM), for inactives: at the highest dose activation, hits mostly activators; 350,000 tested, 0.064% active; AID 624291;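 also: potency is read from the fitted curve at half-maximal effect; 100% = response of the positive control SU9516; nearly all actives have a fitted effect of over 60% in size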
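Alpha7betagal+/- myoblasts (passage 13) were plated 16-24 hr, then exposed to compounds (1:260 dilution of DMSO stock) for 48 hours at 37C. After MPER lysis, β-galactosidase reporter activity was read as FDG fluorescence (ex 480/em 540) after 30 minutes.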
Giardia killer = Giardia lamblia killing; activity change, % at 7.66 µM, hits read low; 340,000 tested, 0.15% active; AID 540267; Giardia lamblia trophozoite viability; in the data active = activity change below about -80%; inconclusive = between about -30% and that limit;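 also: parasites exposed to compound for two days anaerobically before the ATP read; % is scaled to controls: 0 for no effect and ±100 for the full control effect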
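Luminescence from cellular ATP indicates surviving trophozoites (100 cells/well) following 48 hrs anaerobic compound treatment at 37 deg C; signal develops 15-30 min at room temperature.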
GALK inhibitor = galactokinase (human) inhibition | Purified GALK, Kinase-Glo residual ATP luminescence | Potency, µM (highest dose often 57.5 µM), inactives show at the highest dose activity change, negative = inhibition, hits mostly inhibitors | 270,000 tested, 0.007% active | AID 1868; also: potency is read from the fitted curve at half-maximal effect; % is scaled to controls: 0 for no effect and ±100 for the full control effect
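5 nM enzyme, 35 uM ATP, 100 uM galactose, 20 mM HEPES pH8.0, 5 mM MgCl2; 1 h RT; residual ATP by Kinase-Glo Plus luminescence, qHTS format.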
PKM2 activator = PKM2 (human) enzyme activation; 260,000 tested, 0.34% active; P14618; Potency, µM (top dose mostly 57.5 µM), without a hit: at the highest dose activation, hits mostly activators; purified PKM2, Kinase-Glo ATP luminescence, activation; response scale: 0% is enzyme alone, no compound; AID 1631; also: potency is read from the fitted curve at half-maximal effect; % is scaled to controls: 0 for no effect and ±100 for the full control effect; nearly all actives have a fitted effect of over 55% in size
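Purified hPK-M2 (>95%) run at intermediate activity with 0.1 mM ADP and 0.5 mM PEP in 50 mM imidazole pH 7.2, KCl, MgCl2; 1 h room temperature. ATP formed read by Kinase-Glo luminescence; normalized to uninhibited and no-enzyme controls.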
An asterisk follows results filed as active; [ ] = remark or other dose. Unless noted, calls follow the shape of the dose curve; as a rule, active = well fitted curve in the direction sought with a large enough effect; inconclusive = small, poorly fitted or top-dose-only effect, or another doubt; inactive = no such curve, though single readings can be large; an effect the other way counts as inactive or inconclusive. Only part of the results is shown (hit frequency here may not be typical).

How did O=S(=O)(N/N=C1/CCCc2ccccc21)c1ccc(Br)cc1 do in these assays?
Tb PFK block: -3%; TSG101-PTAP inh: -6%; ASM inhibitor: -13%; BCR signal inh: -8%; B2AR arrestin: -0.4%; Menin-MLL TR inh: 20%; Coupling enz: 4; a7 integrin act: 29%; Giardia killer: 32[activator]; GALK inhibitor: 0%; PKM2 activator: 10%

Results for CC(C)Oc1ccc(N2C(=O)c3ccccc3C2=O)cc1 ?
Tb PFK block: 4%; TSG101-PTAP inh: -1%; ASM inhibitor: 4%; BCR signal inh: -1%; B2AR arrestin: -0.4%; Menin-MLL TR inh: 5%; Coupling enz: 2; a7 integrin act: 15%; Giardia killer: -1; GALK inhibitor: 0%; PKM2 activator: 0%

Results for Cc1ccc(S(=O)(=O)N2CCC(C(=O)NCC3CC3)CC2)cc1 ?
Tb PFK block: 0%; TSG101-PTAP inh: 0%; ASM inhibitor: 0%; BCR signal inh: 2%; B2AR arrestin: 0.0%; Menin-MLL TR inh: -5%; Coupling enz: 1; a7 integrin act: 6%; Giardia killer: 10; GALK inhibitor: 6%; PKM2 activator: 6%

How did N#Cc1c(-c2ccccc2)[nH]c(=S)[nH]c1=O do in these assays?
Tb PFK block: 3%; TSG101-PTAP inh: -6%; ASM inhibitor: 2%; BCR signal inh: 11%; B2AR arrestin: -0.1%; Menin-MLL TR inh: 1%; Coupling enz: 6; a7 integrin act: 6%; Giardia killer: -13; GALK inhibitor: -2%; PKM2 activator: -2%

What do the screens show for `Cc1ccc(C)c(SCc2noc(C(=O)NC(C)C)c2C(=O)O)c1`?
Tb PFK block: 1%; TSG101-PTAP inh: -12%; ASM inhibitor: 18%; BCR signal inh: inconclusive; B2AR arrestin: -0.3%; Menin-MLL TR inh: -20%; Coupling enz: -2; a7 integrin act: -4%; Giardia killer: -11; GALK inhibitor: -2%; PKM2 activator: 1%

How did O=C1C2C3c4ccccc4C(c4ccccc43)C2C(=O)N1/N=C/c1cccc(O)c1 (stereo not given) do in these assays?
Tb PFK block: 1%; TSG101-PTAP inh: -6%; ASM inhibitor: -5%; BCR signal inh: -5%; B2AR arrestin: 0.4%; Menin-MLL TR inh: 15%; Coupling enz: -7; a7 integrin act: 7%; Giardia killer: 31[activator]; GALK inhibitor: -6%; PKM2 activator: 5%

Results for O=C(COC(=O)c1ccccn1)Nc1nc(-c2cccc([N+](=O)[O-])c2)cs1 ?
Tb PFK block: 2%; TSG101-PTAP inh: -7%; ASM inhibitor: -1%; BCR signal inh: inconclusive; B2AR arrestin: -0.4%; Coupling enz: 2; a7 integrin act: 1%; Giardia killer: -10; GALK inhibitor: -1%; PKM2 activator: 1%

How did COC(=O)c1c(NC(=O)Cn2cc([N+](=O)[O-])cn2)sc2c1CCC2 do in these assays?
Tb PFK block: 0%; TSG101-PTAP inh: -2%; ASM inhibitor: -18%; BCR signal inh: 7%; B2AR arrestin: 0.4%; Menin-MLL TR inh: 0%; Coupling enz: -1; a7 integrin act: 17%; Giardia killer: -17; GALK inhibitor: -4%; PKM2 activator: 5%

How did CCCNc1cc(=S)nc(N)[nH]1 do in these assays?
Tb PFK block: -21%; TSG101-PTAP inh: -3%; ASM inhibitor: 1%; BCR signal inh: -1%; B2AR arrestin: 3.7%; Coupling enz: 0; a7 integrin act: 23%; Giardia killer: 19; GALK inhibitor: -1%; PKM2 activator: 5%

Results for O=C(O)c1cnn2c(-c3ccccc3)ccnc12 ?
Tb PFK block: -5%; TSG101-PTAP inh: -6%; ASM inhibitor: 8%; BCR signal inh: 2%; B2AR arrestin: 0.1%; Menin-MLL TR inh: 7%; Coupling enz: -2; a7 integrin act: -6%; Giardia killer: -9; GALK inhibitor: -4%; PKM2 activator: 3%

How did CCOC(=O)c1c(NC(=O)/C=C/C(=O)O)sc(C)c1-c1ccc(F)cc1 do in these assays?
Tb PFK block: -5%; TSG101-PTAP inh: 4%; ASM inhibitor: 14%; BCR signal inh: inconclusive; B2AR arrestin: -0.5%; Menin-MLL TR inh: 33%[activator]; Coupling enz: 32; a7 integrin act: 0%; Giardia killer: 0; GALK inhibitor: 9%; PKM2 activator: 1%

Results for N#CC1CCN(c2ncccc2[N+](=O)[O-])CC1 ?
Tb PFK block: 0%; TSG101-PTAP inh: 0%; ASM inhibitor: -2%; BCR signal inh: -3%; B2AR arrestin: 0.0%; Coupling enz: 0; a7 integrin act: 18%; Giardia killer: 3; GALK inhibitor: 2%; PKM2 activator: 1%

Results for O=C(NCc1ccco1)c1cc2c(s1)CCCCC2 ?
Tb PFK block: -24%; TSG101-PTAP inh: -9%; ASM inhibitor: -1%; BCR signal inh: inconclusive; B2AR arrestin: -0.4%; Menin-MLL TR inh: 15%; Coupling enz: 0; a7 integrin act: -24%; Giardia killer: 6; GALK inhibitor: -3%; PKM2 activator: -18%

How did CCOc1ccc(S(=O)(=O)Nc2cccc(C)c2)c2cccnc12 do in these assays?
Tb PFK block: -1%; TSG101-PTAP inh: -1%; ASM inhibitor: 0%; BCR signal inh: -14%; B2AR arrestin: -0.4%; Menin-MLL TR inh: 1%; Coupling enz: 2; a7 integrin act: -14%; Giardia killer: -3; GALK inhibitor: 7%; PKM2 activator: 13%

What do the screens show for `Cc1nc2ccccc2n1CCC(=O)Nc1cccc(F)c1`?
Tb PFK block: -8%; TSG101-PTAP inh: -5%; ASM inhibitor: 0%; BCR signal inh: 6%; B2AR arrestin: 1.0%; Menin-MLL TR inh: -9%; Coupling enz: 0; a7 integrin act: 3%; Giardia killer: 4; GALK inhibitor: -2%; PKM2 activator: 2%

What do the screens show for `O=C(NC(NCc1cccnc1)C(Cl)(Cl)Cl)c1cccc2ccccc12` (stereo not given)?
Tb PFK block: -5%; TSG101-PTAP inh: -5%; ASM inhibitor: 1%; BCR signal inh: -3%; B2AR arrestin: 0.1%; Menin-MLL TR inh: 12%; Coupling enz: 6; a7 integrin act: -48%[inhibitor]; Giardia killer: -20; GALK inhibitor: 0%; PKM2 activator: 1%

What do the screens show for `C#CCOCCOCCOCCNc1nc(N2CCN(C(=O)CCCCCCCCCCNC(=O)Cn3cc(CCCCCN)nn3)CC2)nc(N2CCN(C(=O)CCCCCCCCCCNC(=O)[C@H](CO)n3cc(CCCSC)nn3)CC2)n1`?
Tb PFK block: -21%; TSG101-PTAP inh: 10%; ASM inhibitor: inconclusive; BCR signal inh: inconclusive; B2AR arrestin: 0.4%; a7 integrin act: -22%; Giardia killer: 1

Results for Cc1cccc(C(=O)Nc2ccc3c(c2)C(=O)N(CC(C)C)C3=O)c1 ?
Tb PFK block: -7%; TSG101-PTAP inh: 1%; ASM inhibitor: 21%; BCR signal inh: 0%; B2AR arrestin: -0.1%; Menin-MLL TR inh: -25%; Coupling enz: 1; a7 integrin act: -4%; Giardia killer: -1; GALK inhibitor: 4%; PKM2 activator: -9%

Results for Cc1occc1-c1nnc(SCC(=O)NC2CC2)n1C(C)C ?
Tb PFK block: 4%; TSG101-PTAP inh: 0%; ASM inhibitor: 0%; BCR signal inh: -4%; B2AR arrestin: -0.8%; Menin-MLL TR inh: 4%; Coupling enz: 3; a7 integrin act: 19%; Giardia killer: 48[activator]; GALK inhibitor: -7%; PKM2 activator: 3%

How did COc1cc(C2NC(=O)NC(C)=C2C(=O)OCC2CCCCC2)ccc1O (stereo not given) do in these assays?
Tb PFK block: -2%; TSG101-PTAP inh: 0%; ASM inhibitor: 1%; BCR signal inh: -13%; B2AR arrestin: 0.4%; Menin-MLL TR inh: -6%; Coupling enz: 1; a7 integrin act: inconclusive; Giardia killer: 3; GALK inhibitor: 0%; PKM2 activator: -4%

What do the screens show for `O=C(CSc1nncs1)Nc1ccc(S(=O)(=O)N2CCCC2)cc1`?
Tb PFK block: -1%; TSG101-PTAP inh: 1%; ASM inhibitor: -2%; BCR signal inh: 0%; B2AR arrestin: 0.1%; Menin-MLL TR inh: 7%; Coupling enz: 0; a7 integrin act: 0%; Giardia killer: -9; GALK inhibitor: 1%; PKM2 activator: -10%

Results for CCOC(=O)Cc1nnc(NC(=O)COc2ccc(OC)cc2)s1 ?
Tb PFK block: 0%; TSG101-PTAP inh: -6%; ASM inhibitor: 5%; BCR signal inh: -1%; B2AR arrestin: 0.0%; Menin-MLL TR inh: inconclusive; Coupling enz: 6; a7 integrin act: 11%; Giardia killer: 2; GALK inhibitor: -5%; PKM2 activator: 0%
